Screens: PubChem BioAssay, several laboratories
BAP1 inh: inhibitors of human BAP1 deubiquitinase; Q92560; recombinant BAP1, Ub-AMC hydrolysis fluorescence kinetic; stronger effect = lower value; activity remaining (% of control), % at 20 µM; actives 0.48% (n = 72,000); AID 436;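 active = activity remaining at or below 50% of control, provided the compound also passes the data quality filters; inactive = the rest, including low values that fail the filters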;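 note: 100% = DMSO wells rate and 0% = substrate alone blank rate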
Target sequence (Q92560 whole entry, looked up): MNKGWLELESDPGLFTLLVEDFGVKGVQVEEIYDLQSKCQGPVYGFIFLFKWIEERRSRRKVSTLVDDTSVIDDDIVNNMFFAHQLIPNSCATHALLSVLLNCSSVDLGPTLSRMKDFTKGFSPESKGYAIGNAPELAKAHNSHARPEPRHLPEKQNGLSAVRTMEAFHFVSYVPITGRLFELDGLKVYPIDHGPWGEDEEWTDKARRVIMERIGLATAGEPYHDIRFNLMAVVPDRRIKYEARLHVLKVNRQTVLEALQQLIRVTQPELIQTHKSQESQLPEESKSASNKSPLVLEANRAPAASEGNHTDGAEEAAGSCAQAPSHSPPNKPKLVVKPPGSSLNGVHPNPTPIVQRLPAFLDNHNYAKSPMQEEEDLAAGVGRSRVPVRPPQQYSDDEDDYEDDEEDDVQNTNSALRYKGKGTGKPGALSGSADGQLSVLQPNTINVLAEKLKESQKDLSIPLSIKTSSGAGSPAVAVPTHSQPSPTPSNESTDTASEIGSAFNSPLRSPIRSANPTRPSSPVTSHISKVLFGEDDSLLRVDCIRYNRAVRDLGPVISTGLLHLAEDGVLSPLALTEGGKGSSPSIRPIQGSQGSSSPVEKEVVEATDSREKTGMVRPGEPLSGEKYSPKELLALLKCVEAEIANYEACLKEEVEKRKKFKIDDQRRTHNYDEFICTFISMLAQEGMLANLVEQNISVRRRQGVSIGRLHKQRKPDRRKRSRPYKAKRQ
HePTP inh: inhibitors of human HePTP phosphatase. AID 521. P35236. inhibition, % at 20 µM. recombinant HePTP phosphatase activity, OD absorbance. actives 0.64% (n = 110,000); in the data active = inhibition above about 50%;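 note: plate controls were vehicle for no effect and reference inhibitor for full effect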
Target sequence (P35236 whole entry, looked up): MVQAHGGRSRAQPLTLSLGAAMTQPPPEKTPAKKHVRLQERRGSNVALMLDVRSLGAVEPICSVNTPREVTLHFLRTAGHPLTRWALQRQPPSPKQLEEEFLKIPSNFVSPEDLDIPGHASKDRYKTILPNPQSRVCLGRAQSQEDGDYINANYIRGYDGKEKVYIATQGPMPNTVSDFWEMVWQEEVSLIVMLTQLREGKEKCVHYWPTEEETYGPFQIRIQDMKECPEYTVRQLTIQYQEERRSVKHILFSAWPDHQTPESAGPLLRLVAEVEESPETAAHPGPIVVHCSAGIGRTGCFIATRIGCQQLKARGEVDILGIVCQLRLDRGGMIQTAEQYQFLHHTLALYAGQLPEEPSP
Numbers without * were called inactive; · = no result given; & = joins results of further samples.

SMILES | BAP1 inh | HePTP inh
C=CCOc1ccc(/C=C2\C(=O)N(c3cccc(C(=O)O)c3)N=C2C)cc1OC | · | -8
CC(NC(N)=O)C12CC3CC(CC(C3)C1)C2 (centres undefined) | 88 | ·
COC(=O)c1c(N)sc(C(=O)Nc2ccc(C)cc2)c1C | · | 5
c1ccc(CN2CCC(N3CCN(Cc4ccncc4)CC3)CC2)cc1 | · | -14
CC(=O)c1c(C)[nH]c(C(=O)Nc2ccc3c(c2)OCCO3)c1C | 98 | 13
CCSc1nnc(NC(=O)c2csc3c2CCCC3)s1 | · | 2
Cc1ccc(-c2cccc(NC(=O)C3C(C(=O)O)[C@@H]4C=C[C@H]3C4)c2)o1 (some centres undefined) | 94 | 3
COC(=O)c1c(=O)n(O)c2ccc(OC)cc2[n+]1[O-] | 75 | -5
CCn1c(CSc2nc3ccccc3[nH]2)n[nH]c1=S | 104 | 6
Cn1c(CSCc2ccc(Cl)c(Cl)c2)nnc1SCC(=O)Nc1nccs1 | 106 | 9
CC(C)=CC(=O)CC(C)(O)c1ccccc1 (centres undefined) | · | -2
COc1ccc(-n2nc3cc(C)c(NC(=O)c4ccc(Cl)cc4Cl)cc3n2)cc1 | · | 3
C=CCOc1ccccc1/C=c1\sc2nc(=O)c(C)nn2c1=O | 62 | 25
COC(=O)C1CCN(C(=O)Cc2ccc(OC)c(OC)c2)CC1 | 97 | 11
Cc1nc2ccccc2c2oc(C(=O)NCC3COc4ccccc4O3)cc12 (centres undefined) | 115 | 6
Cc1nnc(SCC(=O)N2CCN(S(=O)(=O)c3ccccc3)CC2)[nH]c1=O | 134 | 1
Cc1ccc(-c2nc(CSCC(=O)NCCCN3CCOCC3)c(C)o2)cc1 | 119 | ·
CCOc1cc(CN2CCSCC2)ccc1O | 96 | -4
C=CCNC(=O)C(=O)NCc1ccc(C)cc1 | · | 2
O=[N+]([O-])c1ccc(Cl)c(S(=O)(=O)NCc2ccccn2)c1 | · | 4
COc1ccc(S(=O)(=O)N2CCCCC2)cc1Br | 70 | 3&-19
CCN1C(=O)C(=Cc2cccn2-c2ccc([N+](=O)[O-])cc2)C(=O)N(CC)C1=S | · | 39
CCC(=O)Nc1cccc(-c2nc3cc(Cl)ccc3o2)c1C | · | 8
O=C1Nc2ccc([N+](=O)[O-])cc2C12NN=C(c1ccccc1)S2 (centres undefined) | · | -10
O=C1/C(=C/c2ccc(Br)cc2)SC(=S)N1CCc1ccccc1 | · | 3
CCCCCc1nnc(NC(=O)CS(=O)(=O)Cc2ccccc2)s1 | · | 6
O=C(NCc1ccco1)C(Cc1ccccc1)N1C(=O)c2ccccc2C1=O (centres undefined) | 97 | 9
CCc1ccc(NC(=O)C(=O)NC2CC(C)(C)NC(C)(C)C2)cc1 | · | 3
c1ccc(-c2nnc3sc(CN4CCC5(CC4)OCCO5)cn23)cc1 | 103 | 5
O=C(CSc1ncn[nH]1)NC(c1ccccc1)c1ccccc1 | · | 4

Three entries already listed, ordered by heavy-atom count, high to low.
SMILES | BAP1 inh | HePTP inh
COC(=O)c1c(N)sc(C(=O)Nc2ccc(C)cc2)c1C | · | 5
CCn1c(CSc2nc3ccccc3[nH]2)n[nH]c1=S | 104 | 6
CC(C)=CC(=O)CC(C)(O)c1ccccc1 (centres undefined) | · | -2

(further entries)
SMILES | BAP1 inh | HePTP inh
COc1ccc(C2=C(Nc3ccc4oc5ccccc5c4c3)c3ccccc3C2=O)cc1 | · | 5
O=C(Nc1ccccc1[N+](=O)[O-])c1ccccc1Cl | · | 0
O=C(NCCCN1CCCC1=O)c1ccccc1NS(=O)(=O)c1ccc(F)cc1 | · | -10
O=C(OCn1nnc2ccccc2c1=O)c1cccs1 | 109 | -1
Cc1ccc(CSc2nnc(-c3ccc(S(=O)(=O)N4CCCC4)cc3)o2)cc1 | 100 | 8
COCCCN1C(=O)C(=Cc2c(NCC3CCCO3)nc3ccccn3c2=O)SC1=S (centres undefined) | · | 6
CCc1ccccc1NC(=O)c1ccc2c(c1)OCO2 | · | -11
O=C(Nc1cccc([N+](=O)[O-])c1)c1ccc(-c2ccccc2)cc1 | · | 8
COc1ccc(C(=O)Cn2nnc(-c3ccccc3-n3cnnn3)n2)cc1 | 93 | 2
Cc1ccc(C)c(NC(=O)C(Sc2nncn2C)c2ccccc2)c1 (centres undefined) | 114 | 18
Cc1ccc(N)c(C(=O)CCCCC(=O)O)c1 | 126 | -9
O=C(NCc1ccco1)c1csc(Nc2ccccc2Cl)n1 | 97 | 13
CC(=O)c1cccc(NC(=O)COc2cc(C)ccc2C(C)(C)C)c1 | · | 5
CCOc1ccc(NS(=O)(=O)c2ccc3[nH]cc(C(=O)N(CC)CC)c(=O)c3c2)cc1 | 86 | 4
COc1cc(NC(=O)C(C(C)C)N2C(=O)c3ccccc3C2=O)c(OC)cc1Cl (centres undefined) | 132 | ·
O=C1NC(=S)N/C1=C/c1cc2c(cc1[N+](=O)[O-])OCO2 | · | 3
COC(=O)c1ccc(C(=O)OC)c(NC(=O)/C=C/c2ccco2)c1 | · | 12
Cc1ccc(OCCOc2ccccc2C=O)cc1C | · | 3
CCn1c(SCc2ccccc2)nnc1-c1cccs1 | 89 | 6
CN(C)/C=C(\C#N)c1nc2ccccc2[nH]1 | 66 | -7
CC1=C(C(=O)Nc2ccc(C)cc2)C(c2cccc3ccccc23)NC(=S)N1 (centres undefined) | · | 2
COC(=O)CCC(=O)CN | 111 | 1
CC(NC(=O)c1cc2ccccc2o1)C(=O)O (centres undefined) | 82 | 5
COc1ccc(C2c3c(n[nH]c3C)CC(C)(O)C2C(C)=O)cc1OC (centres undefined) | 85 | 1&4
Cc1ccc(-c2cn3cccnc3n2)cc1NC(=O)c1ccc(Br)o1 | · | -8
CCOC(=O)N1CCN(C(=O)CN(c2ccc(OCc3ccccc3)cc2)S(C)(=O)=O)CC1 | 91 | 3
Cc1cc(C)n2nc(SCC(=O)c3ccccc3)nc2n1 | 74 | ·
CC(=O)N(C)c1ccc(N=Cc2c(C)[nH]c3ccccc23)cc1 | · | 4
CCOC(=O)N1CCC(NC(=O)CN2C(=O)C(CC)Oc3ccc(C)cc32)CC1 (centres undefined) | 111 | 7
COC(=O)C1=C(C)NC(C)=C(C(=O)OC)C1c1cccc(Oc2ccccc2)c1 | · | -15

The list continues:
SMILES | BAP1 inh | HePTP inh
O=C(NC(c1ccccc1)c1ccccc1)c1ccccc1C(F)(F)F | · | -7
CC1=C(C(=O)OCCOc2ccccc2)C(c2coc3ccc(C)cc3c2=O)C2=C(CCCC2=O)N1 (centres undefined) | · | -18
Cc1ccccc1C(=O)N=Nc1c(O)n(CN(C)C)c2ccc(Br)cc12 | · | 24
O=C(/C=C/c1ccc(Cl)cc1)NCCc1nc2ccccc2[nH]1 | · | 11
O=S(=O)(O)c1nc2ccccc2n1Cc1ccc(Cl)cc1 | 82 | -1
COc1ccccc1N1C(=O)N(C(C)=O)C2C1Nc1ccccc1N2C (centres undefined) | 96 | -3
Cc1ccc(OCc2nnc(SCC(=O)Nc3ccc4c(c3)OCO4)n2C)cc1 | 114 | 8
Cc1cc(Cl)ccc1OCC(O)CN1CCN(Cc2ccccc2)CC1 (centres undefined) | · | -17
CCOc1cc(C2Nc3cc(C)c(C)cc3NC3=C2C(=O)CC(C)(C)C3)ccc1OC(=O)C1CC1 (centres undefined) | · | 4
O=C(Nc1ccc(Br)cc1)C1C2/C=C\CCCCC21 (centres undefined) | · | -1
N#CC1=C(SCc2ccccc2)NC(=O)CC1c1ccco1 (centres undefined) | 90 | 7
CCn1cc(C(=O)O)c(=O)c2ccc(Cc3ccccc3)nc21 | 87 | ·
O=[N+]([O-])c1ccc(-c2nnc(-c3ccc4c(c3)OCO4)o2)cc1 | · | 9
O=C(NNc1nc(-c2ccccc2)c2cc(Br)ccc2n1)c1ccccc1 | · | 4
O=C(O)CCSc1nc2ccccc2n1CCOc1ccccc1 | 89 | -2
CC1(C)CC(=O)C2=C(C1)Nc1ccccc1NC2c1ccccc1Cl (centres undefined) | 106 | ·
O=C1CCCC2=C1C1(O)C(=O)c3ccccc3C1(O)O2 (centres undefined) | 100 | -4
CCOCCCN1C(=O)CN(C2CCCCC2)C(=O)C1c1ccc(OCC)c(OC)c1 (centres undefined) | 93 | -8
O=C(CC12CC3CC(CC(C3)C1)C2)NCCN1CCOCC1 | 130 | 1
Cc1cc(C=C2C(=O)NC(=O)NC2=O)c(C)n1-c1cccc([N+](=O)[O-])c1 | · | -3
Cc1ccc(-n2c(SCC(=O)Nc3ccc4c(c3)OCCO4)nnc2-c2ccco2)cc1 | 117 | -2
CCc1nnc(NC(=O)CSc2nnc(C3CCCCC3)n2-c2ccccc2)s1 | 99 | 5
O=C(CSc1nnc(Cc2cc(=O)[nH]c(=O)[nH]2)n1-c1ccccc1)N1CCCCC1 | 99 | 9
CCCOC(=O)c1c(-c2ccc(-c3ccccc3)cc2)csc1N | · | -14
CCOC(=O)C1CCN(C(=O)COc2ccc(S(=O)(=O)NC(C)(C)C)cc2)CC1 | 87 | 7
O=C1CCCc2sccc2N1 | 105 | 9
COc1ccc(S(=O)(=O)N2CCN(S(=O)(=O)c3ccc(C)cc3)CC2)cc1 | · | 5
CC1(C)Cc2ccccc2C(Nn2cnnc2)=N1 | 95 | 6&-6
COc1ccc(/C(C#N)=C\N2CCOCC2)c(OC)c1 | · | -6
O=C(Nc1nc2sc3c(c2c(=O)s1)CCCC3)c1ccc([N+](=O)[O-])cc1 | · | 14

(list continues)
Below each SMILES – BAP1 inh	HePTP inh
O=C(c1nn2c(C(F)(F)F)cc(-c3ccccc3)nc2c1Cl)N1CCCCC1
→ ·	-17
CS(=O)(=O)N(Cc1ccc(F)cc1)Cc1nc2ccccc2c(=O)[nH]1
→ 88	10
CCN(CC)c1ccc(/C=C2/SC(=S)N(Cc3ccccc3)C2=O)c(O)c1
→ ·	-12
O=C(NCc1ccccc1)c1ccccc1Cl
→ ·	3
CCOP(=O)(OCC)C(C)(CC)NC(=S)Nc1c(C)cc(C)cc1C (centres undefined)
→ ·	0
CCOc1ccccc1NC(=O)COc1ccccc1
→ ·	0
O=C(Nc1nc2n(n1)C(c1ccc(Cl)cc1)CC(c1ccc(Cl)cc1)N2)c1ccco1 (centres undefined)
→ 67	2
COc1ccccc1-c1ccc(=O)n(CC(=O)Nc2ccc(C(=O)N3CCCC3)cc2)n1
→ 90	12
COc1ccc(-c2noc(CN(C)S(=O)(=O)c3ccccc3)n2)cc1OC
→ 95	8
COc1ccccc1NCN1C(=O)CCC1=O
→ 92	13
O=C(O)c1cccc(CSc2nnc(COc3ccccc3)o2)c1
→ ·	-7
CCCOc1ccc(/C=C/C(=O)Nc2c(C)cccc2C(C)C)cc1OC
→ ·	6
COc1cccc(N2CCN(Cc3nc4ccccc4c(=O)[nH]3)CC2)c1
→ 136	-2
C=CCN=C(CC)C1=C(O)CCCC1=O
→ 103	5
COCCn1c(=S)[nH]c2cc(C(=O)NCCCN3CCOCC3)ccc2c1=O
→ 69	6
Cc1cc(C)n2ncc(-c3ccccc3)c2n1
→ ·	-2
Fc1ccc(CNc2nc(-c3ccco3)cc(C(F)(F)F)n2)cc1
→ ·	4
CCc1nnc(NC(=O)C2CCCC2)s1
→ ·	-7
Cc1ccc2ncnc(N(CC(C)C)CC(C)C)c2c1
→ ·	-2
COc1cc(OC)cc(C(=O)Nc2ccc3oc(-c4ccc(OC)c(Br)c4)nc3c2)c1
→ ·	-18
COCCn1cnc2cc(C)c(C)cc21
→ 83	12
COC(=O)c1ccccc1NC(=O)C1CCCN(S(=O)(=O)c2ccc(OC)cc2)C1 (centres undefined)
→ 130	11
Cc1ccc(/C=N/NC(=O)C(C)Nc2cccc3ccccc23)o1 (centres undefined)
→ ·	-9
CCOC(=O)c1cc(-c2ccc(F)cc2)n(CC(=O)Nc2nccs2)c1C
→ 93	1
CCOC(=O)N1CCC(Nc2c(Nc3ccc(C)c(C)c3)c(=O)c2=O)CC1
→ 88	1
Cc1ccc(F)c(NC=C2C(=O)OC(C)(C)OC2=O)c1
→ 94	12
CCc1c(C)c2ccc(OC)c(C)c2oc1=O
→ ·	-14
COc1ccc(/C=N\OCC(=O)Nc2oc(-c3ccccc3)c(-c3ccccc3)c2C#N)cc1OC
→ ·	-6
CCn1c(COc2cccc(C)c2)nnc1SCC(=O)N1CCCC1
→ 101	8
Cc1cccc(N2C(=O)/C(=C/c3ccc(C(=O)O)cc3)SC2=S)c1C
→ ·	13

Continued:
Below each SMILES – BAP1 inh	HePTP inh
CCCN1CCN(C(=O)c2cn(CC(C)C)c(=O)c3cc(OC)c(OC)cc23)CC1
→ 99	4
CC(=O)c1c(C)nc2ccc(Br)cc2c1C(=O)O
→ 99	3
COc1ccc(Br)cc1/C=C1\SC(N2CCCC2)=NC1=O
→ ·	-4
COc1ccc(N2C(=O)c3ccccc3NC2c2ccc(OC)c(Cn3nc(C)c([N+](=O)[O-])c3C)c2)cc1 (centres undefined)
→ ·	-5

Of the compounds above, seven contain a thiophene ring, fused or not:
Below each SMILES – BAP1 inh	HePTP inh
COC(=O)c1c(N)sc(C(=O)Nc2ccc(C)cc2)c1C
→ ·	5
CCSc1nnc(NC(=O)c2csc3c2CCCC3)s1
→ ·	2
O=C(OCn1nnc2ccccc2c1=O)c1cccs1
→ 109	-1
CCn1c(SCc2ccccc2)nnc1-c1cccs1
→ 89	6
CCCOC(=O)c1c(-c2ccc(-c3ccccc3)cc2)csc1N
→ ·	-14
O=C1CCCc2sccc2N1
→ 105	9
O=C(Nc1nc2sc3c(c2c(=O)s1)CCCC3)c1ccc([N+](=O)[O-])cc1
→ ·	14

Not a hit list; overall some 0.7% were active at least once.
